DENV2 CPE rescue = inhibitors of DENV2 cytopathic effect; DENV2-infected cells, cytopathic effect rescue, plate reader; CPE inhibition, % at 9.99 µM; hit rate 1.7% among 350,000; AID 651640; in the data active = CPE inhibition above about 20%, passing the limit was not always enough; inconclusive = no clear call, values can overlap the other calls; tested in BHK-21 cells;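 note: 0% = median of neutral control wells and 100% = median of positive control wells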
E-selectin induc = induces E-selectin expression in human endothelial cells. AID 686992. P16581. hit rate 0.37% among 260,000. HUVEC E-selectin immunofluorescence imaging; normalized: neutral wells 0, TNF-alpha wells 100. activation, % at 7.58 µM;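 active = mean E-selectin-positive cell signal at least 10% of the positive control, reached in at least 60% of replicates, without over 20% cell loss; inconclusive = no rule given, readout overlaps actives, possibly toxicity-flagged; inactive = the rest, including those meeting only one limit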;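 note: in these data hits start at about 27%; measured in HUVEC primary endothelial cells; signal is the percent of cells scored E-selectin positive by PE staining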
Target sequence (P16581 whole entry, looked up): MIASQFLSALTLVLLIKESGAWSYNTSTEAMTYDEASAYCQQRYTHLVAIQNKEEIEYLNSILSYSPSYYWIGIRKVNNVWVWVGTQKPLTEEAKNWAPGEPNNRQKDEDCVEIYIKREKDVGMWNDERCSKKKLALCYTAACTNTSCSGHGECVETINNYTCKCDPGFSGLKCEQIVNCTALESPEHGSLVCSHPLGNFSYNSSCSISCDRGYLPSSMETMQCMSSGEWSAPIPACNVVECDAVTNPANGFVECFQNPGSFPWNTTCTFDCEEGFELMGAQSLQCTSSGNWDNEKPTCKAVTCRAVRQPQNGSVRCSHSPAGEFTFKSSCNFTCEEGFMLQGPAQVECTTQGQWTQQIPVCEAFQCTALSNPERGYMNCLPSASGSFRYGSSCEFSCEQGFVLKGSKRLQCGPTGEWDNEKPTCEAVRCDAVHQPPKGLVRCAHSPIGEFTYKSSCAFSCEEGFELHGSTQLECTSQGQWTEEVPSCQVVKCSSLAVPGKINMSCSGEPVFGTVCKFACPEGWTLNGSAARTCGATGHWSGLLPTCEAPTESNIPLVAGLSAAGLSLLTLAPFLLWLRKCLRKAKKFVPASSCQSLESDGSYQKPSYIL
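Test system – human umbilical vein endothelial cells (HUVEC), E-selectin induction · Input – 3,000 HUVEC seeded per well · Buffer or medium – EGM-2, gelatin · Compound dosing – single-point compound dose · Detection – immunofluorescence imaging · Measure – percent E-selectin-positive cells · Controls – TNF-alpha high, DMSO low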
F508del corr = CFTR F508del correction in bronchial cells; CFBE cells, YFP halide quenching; stimulated with forskolin plus potentiator P3; % fluorescence drop versus neutral controls; activity (quench increase), % at 7.58 µM; hit rate 0.36% among 350,000; AID 720511;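 active = mean added fluorescence quench of at least 8% versus neutral control, with both replicates also reaching 8%; inconclusive = only one of the mean or replicate conditions met; inactive = mean below 8% and not both replicates reaching 8%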;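 note: cells transiently co-express mutant CFTR-F508del with the halide-sensitive YFP; corrector assay measuring rescue of mutant channel to the surface after 24 h compound exposure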
GSIS activator = GLuc luminescence reporter in INS-1E cells, primary screen for activators of glucose-dependent secretion of insulin; activation, % at 16.6 µM; INS-1E GLuc reporter insulin secretion, 2-3 h; hit rate 0.61% among 370,000; AID 743287;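 active = lowest replicate activation of at least 40%, so every replicate reaches that level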;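 note: 0% = median of neutral control wells and 100% = median of IBMX positive control wells; some compounds called inactive have numbers as strong as hits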
Xi reactivation = activators of X-chromosome reactivation in mouse fibroblasts | hit rate 0.055% among 360,000 | activation, % at 7.58 µM | XiGFP mouse fibroblasts, % GFP-positive cells imaging, 3 d; cells co-treated with 5-aza-dC sensitizer; scaled so ellipticine positive control = 100%;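 active = mean normalized replicate activation at least 10% and every replicate at or above 10%; inconclusive = only one of the two criteria met; inactive = mean below 10% and not all replicates reach 10%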;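 note: 0% = median of on-plate neutral control wells and 100% = ellipticine 6 µM median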
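Material: SV40-immortalized XiGFP fibroblast cells, line 68-5-11 | Buffer or medium: DMEM containing 5-aza-dC | Dosing: One concentration, pinned | Times: 3 d treatment, 15 min room-temperature fixation | Controls: Ellipticine 6 µM positive control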
RAD52 anneal inh = RAD52 (human) annealing inhibition. AID 651710. hit rate 0.46% among 360,000. inhibition, % at 18.7 µM. recombinant RAD52 DNA annealing, FRET fluorescence;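 active = every replicate showing at least 50% inhibition; inconclusive = mean inhibition at least 50% but not in every replicate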
Casp6 inh = inhibitors of human caspase-6. purified caspase-6, Z-VEID-R110 cleavage fluorescence. P55212. AID 686996. inhibition, % at 12.5 µM. hit rate 0.53% among 350,000;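 active = mean inhibition across replicates at least about 35%, with every replicate also reaching that limit, limit read from the data; inconclusive = only one of the two criteria met; inactive = neither criterion met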;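 note: 0% = median of neutral control wells and 100% = no fluorescence left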
Target sequence (P55212 24-179 limits assumed): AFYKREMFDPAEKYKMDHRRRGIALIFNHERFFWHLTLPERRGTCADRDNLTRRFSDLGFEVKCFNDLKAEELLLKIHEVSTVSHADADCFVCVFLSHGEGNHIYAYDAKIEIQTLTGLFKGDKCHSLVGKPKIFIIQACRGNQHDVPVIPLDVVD
Target sequence (P55212 194-293 limits assumed): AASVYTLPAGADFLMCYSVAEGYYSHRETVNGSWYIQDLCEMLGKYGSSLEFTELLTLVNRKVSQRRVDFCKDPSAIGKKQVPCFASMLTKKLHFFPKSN
RAD54 branch = blocks human RAD54 Holliday junction branch migration | FAM/BHQ fluorescence | hit rate 0.14% among 360,000 | Q92698 | inhibition, % at 10.4 µM;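 active = mean normalized replicate activity at least 40 and at least half of replicates scoring 40 or more; inconclusive = only one of the two criteria met; inactive = mean below 40 and under half of replicates reaching 40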;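 note: 0% = median of neutral control wells and 100% = median of positive control wells; inhibitors cause a drop in the FAM fluorescence signal; in these data hits start at about 50%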
Numbers without * were called inactive; ? = inconclusive; nt = not tested or not shown.

SMILES | DENV2 CPE rescue | E-selectin induc | F508del corr | GSIS activator | Xi reactivation | RAD52 anneal inh | Casp6 inh | RAD54 branch
O=C(Nc1cccc(S(=O)(=O)N2CCCCC2)c1)C1=NN(c2ccccc2)C(=O)CC1 | ? | -1.2 | -0.3 | 3 | -0.1 | -5 | 3 | 2
CNC[C@@H]1Oc2ncc(-c3ccc(C)cc3)cc2C(=O)N([C@H](C)CO)C[C@H]1C | -1 | 0.4 | -2.9 | 9 | -0.6 | -14 | -1 | nt
COc1ccc(NC(=O)Nn2cnnc2)cc1OC | 5 | -0.7 | -0.7 | 14 | 0.0 | -13 | 1 | -6
COc1ccc(NC(=O)N(C)C[C@@H]2Oc3ccc(NS(=O)(=O)c4ccc(OC)cc4)cc3CC(=O)N([C@H](C)CO)C[C@H]2C)cc1 | 11 | 0.5 | 0.4 | -1 | 0.0 | 2 | 2 | 6
COc1ccccc1CNC(=O)C[C@@H]1C=C[C@H](NC(C)=O)[C@@H](CO)O1 | -3 | 0.1 | 2.4 | 7 | -0.1 | -8 | 2 | 9
CC1CCN(CC(=O)Nc2ccc(S(=O)(=O)N3CCC(C)CC3)cc2)CC1 | ? | nt | 2.0 | 4 | 0.1 | 8 | -2 | -3
CC(C)Oc1ccc(Cc2cnc(=S)[nH]c2N)cc1 | 2 | 3.2 | 2.0 | -11 | 0.1 | -19 | 2 | 13
Cc1ccccc1C[n+]1cccc2ccccc21 | 31* | 0.0 | -1.4 | 4 | 0.1 | -11 | -3 | -4
C[C@H](CO)N1C[C@H](C)[C@H](CN(C)S(=O)(=O)c2cccs2)OCCCC[C@H](C)Oc2ccc(NC(=O)Nc3ccc4c(c3)OCO4)cc2C1=O | 7 | 0.3 | 1.0 | -6 | 0.3 | -14 | -3 | 3
CN1CCN(C(=O)c2cc3c(c(-c4cccc(-c5ccccc5F)c4)n2)[C@H](CCO)N([S@@](=O)C(C)(C)C)C3)CC1 | 2 | 0.2 | -1.1 | 21 | 0.1 | -14 | -3 | 15
COCC(=O)NC[C@H]1[C@H](c2ccc(C3=CCCC3)cc2)[C@@H](CO)N1C(C)=O | -3 | 0.1 | 1.1 | 4 | 0.0 | -14 | -6 | 7
COc1ccc(CN(C)C[C@@H]2OCCCC[C@H](C)Oc3ccc(NC(=O)Nc4ccc5c(c4)OCO5)cc3C(=O)N([C@H](C)CO)C[C@H]2C)cc1 | 7 | 0.0 | 3.7 | -39 | 0.3 | 47 | 2 | 5
CC(C)(O)CC[C@@H](O)[C@](C)(O)[C@H]1CC[C@@]2(O)C3=CC(=O)[C@@H]4C[C@@H](O)[C@@H](O)C[C@]4(C)[C@H]3CC[C@]12C | 6 | -2.2 | 1.6 | -10 | 0.1 | 5 | 0 | 8
O=c1[nH][nH]c2c1[C@H](CCc1cccc(Cl)c1)O[C@H](CCc1ccccc1)C2 | -13 | -0.1 | -4.1 | 24 | 0.0 | -1 | -1 | nt
O=C(c1ccccc1Sc1ccccc1[N+](=O)[O-])N1CCCCC1 | 2 | 0.1 | -1.0 | nt | 0.0 | -11 | -4 | nt
Cc1ccc(C)c(C(=O)COC(=O)c2cc(S(=O)(=O)N3CCOCC3)ccc2F)c1 | -4 | 0.0 | 0.1 | nt | 0.1 | -13 | 2 | -14
Cc1ccccc1-c1noc(-c2ccc(O)cc2)n1 | 6 | nt | -1.2 | -27 | nt | -4 | 5 | 0
CCc1cnc(N2[C@@H](C#N)[C@@H](c3ccc(-c4cccc(F)c4)cc3)[C@@H]2CO)s1 | ? | 0.6 | 1.9 | -5 | -0.1 | 19 | -1 | -7
O=C1CCc2cc(S(=O)(=O)N3CCC(C(=O)Nc4nccs4)CC3)ccc2N1 | ? | nt | -3.6 | 23 | 0.1 | -28 | 0 | -1
COc1ccc(S(=O)(=O)N2CCC3(CC2)OCCN3S(=O)(=O)c2ccc(C)cc2)cc1OC | 11 | -0.1 | 0.8 | 18 | 0.0 | -2 | -203 | 7
CC(=O)N1C(=O)/C(=C2\SC(=S)N(NC(=O)c3ccc(O)cc3)C2=O)c2ccccc21 | 2 | 0.1 | 2.4 | -11 | 2.7 | -30 | 10 | -16
Cc1cc(NC(=O)c2ccc(F)c(S(=O)(=O)N3CCCCC3)c2)no1 | -4 | 0.5 | -1.3 | 0 | 0.1 | -13 | 3 | 4
CC1(c2ccccc2)NC(=O)N(CC(=O)NNC(=O)c2cccc(Cl)c2)C1=O (centres undefined) | -1 | 0.8 | 1.0 | nt | 0.0 | -11 | 1 | 9
Cc1cnc(C(=O)OCC(=O)Nc2cc(-c3cc(C)c(C)cc3C)nn2-c2ccccc2)cn1 | -2 | nt | 0.6 | 0 | 0.1 | -41 | 0 | -1
CC(=O)Nc1ccc(S(=O)(=O)NCCC(=O)N2CCc3ccccc32)cc1 | -5 | 1.0 | -2.1 | -3 | 0.0 | -1 | -1 | -3
Cc1cc(C(=O)N2CCC(C)(C(=O)NS(=O)(=O)C3CC3)C2)n(C(C)(C)C)n1 (centres undefined) | -3 | 0.0 | -3.4 | 22 | -0.1 | -32 | 3 | 0
C[C@H]1CN([C@@H](C)CO)C(=O)Cc2cc(NC(=O)C3CC3)ccc2O[C@@H]1CN(C)Cc1ccccc1 | -1 | -0.1 | 0.6 | 18 | -1.0 | -3 | 0 | -9
COc1ccc(OC)c(NC(=O)CN(Cc2ccc(F)cc2)C2CCCCC2)c1 | 5 | 0.0 | 5.3 | -10 | 0.1 | -9 | -5 | 8
CCCc1ccc(S(=O)(=O)N2CCN(Cc3ccco3)CC2)cc1 | 0 | -0.2 | -0.2 | -12 | 0.2 | -9 | 3 | -1
Cc1cccn2c(=O)c3cc(C(=O)NC4CCCCC4C)n(C)c3nc12 (centres undefined) | -4 | -0.4 | 0.3 | -9 | -0.1 | -4 | 2 | 6
C=CCn1c(CCC)nc2ccccc21 | 3 | -0.1 | nt | 10 | 0.0 | -4 | -3 | nt
COc1ccc(S(=O)(=O)N2CCC(C(=O)NCCC(=O)NCc3cccc(OC)c3)CC2)cc1 | 2 | nt | -2.0 | 9 | 0.2 | -2 | -1 | -3
COCC(=O)N(C)C[C@H]1Oc2ncc(-c3ccc(C#N)cc3)cc2C(=O)N([C@H](C)CO)C[C@@H]1C | nt | 0.0 | -0.7 | 25 | 0.6 | nt | nt | nt
CCCNC(=O)C[C@H]1CC[C@@H]2[C@H](COC[C@H](O)CN2C(=O)Nc2ccc3c(c2)OCO3)O1 | -1 | -0.1 | 0.3 | 4 | 0.2 | -25 | 5 | 0
COc1ccc2c3c([nH]c2c1)[C@H](CO)N(C(=O)C1CC1)CC31CCN(Cc2nccs2)CC1 | 7 | -0.1 | 3.1 | -3 | 0.0 | -4 | 0 | nt
Cc1cc(NC(=O)CSc2nc3c(C)cccc3cc2C)no1 | 5 | nt | -1.3 | 37 | 0.1 | -15 | -1 | 7
CCCCn1c(NCc2ccc(N(C)C)cc2)nc2ccccc21 | -3 | 0.0 | 0.8 | -34 | -0.1 | -19 | 0 | 4
CC1CCCC(NC(=O)CN(C)S(=O)(=O)c2cccc3cccnc23)C1C (centres undefined) | 3 | nt | 0.3 | -2 | 0.1 | -6 | 9 | -2
CCn1c(=O)cc(SCC(=O)Nc2ccc(C)cn2)c2ccccc21 | -3 | -0.2 | 0.2 | 16 | 0.2 | -4 | 1 | nt
Cc1noc(NS(=O)(=O)c2ccc(NC(=O)/C=C/c3ccccc3)cc2)c1C | 0 | -0.1 | -1.0 | 4 | -0.1 | 19 | 2 | -5
COc1ccc(CN2[C@H](CO)[C@H]3c4ccccc4NC[C@H]32)cc1 | 10 | 0.5 | 7.4 | 8 | 0.0 | -1 | 3 | -4
CCOC(=O)c1ccc(NC(=O)NCc2ccccc2OC)cc1 | -1 | 3.6 | 5.6 | -18 | 0.1 | -17 | -3 | -14
Nc1nnc(-c2ccccc2[N+](=O)[O-])o1 | 1 | 0.5 | 2.7 | -3 | 0.6 | -5 | 5 | 2
O=C(C[C@@H]1C=C[C@@H](NC(=O)NC2CCCCC2)[C@@H](CO)O1)NCc1ccc(Cl)cc1 | 5 | 0.9 | -2.3 | 3 | 0.3 | -6 | 2 | 1
Cc1cccc(CSc2ccc(S(=O)(=O)N3CCCC3)cn2)c1 | -5 | nt | 2.6 | -10 | 0.0 | -1 | 3 | 0
O=C(Nc1ccc(C(F)(F)F)cc1)N[C@H]1CC[C@H](CC(=O)N2CCCCC2)O[C@@H]1CO | 5 | 0.4 | 1.1 | 2 | -0.4 | 16 | 3 | 2
Cc1cccc(/C(N)=N/OC(=O)CCCc2ccccc2)c1 | 15 | nt | 1.2 | -9 | 0.3 | -5 | 2 | 3
O=C(CCCNS(=O)(=O)c1ccc(F)cc1)Nc1ccc(F)cc1 | 17 | 0.7 | -1.2 | -24 | 0.6 | -17 | -12 | -1
COCC(=O)N1[C@@H](CO)[C@@H]2c3ccccc3N(C(=O)C3CC3)C[C@@H]21 | 11 | 0.0 | 0.1 | -4 | 0.2 | -4 | 1 | 10
Nc1c(S(=O)(=O)c2cccs2)c2nc3ccccc3nc2n1CC1CCCO1 (centres undefined) | -7 | nt | -3.0 | 20 | nt | -54 | 8 | nt
COc1ccccc1-c1ccc2c(c1)[C@H]1[C@H](CCN1C(=O)C1CCOCC1)[C@@H](CO)N2 | -4 | -0.8 | 1.5 | 3 | 0.0 | -2 | 0 | 11
C[C@@H]1CN([C@H](C)CO)C(=O)c2cccc(NC(=O)Nc3ccccc3)c2O[C@@H]1CN(C)C | 16 | 0.0 | 0.5 | 8 | -0.1 | 11 | 1 | 2
Cc1noc(C)c1NC(=O)NCC[C@H]1CC[C@H](NC(=O)Cc2cccnc2)[C@H](CO)O1 | -1 | -0.3 | 1.3 | 7 | 0.1 | -8 | -76 | -4
NC(=O)Nc1ccccc1C(=O)Nc1ccc2ccccc2c1 | 9 | nt | 2.8 | -8 | 0.1 | -5 | 0 | 5
C=Cc1ccc(CC2(C)C(=O)Nc3ccc(-c4cccnc4)cc32)cc1 (centres undefined) | -8 | 1.7 | -2.5 | 19 | 0.1 | -8 | 2 | 10
COc1ccc(-c2csc(-n3ncc(C(=O)O)c3C(F)(F)F)n2)cc1 | 6 | 0.4 | 1.6 | -4 | 0.0 | -9 | 0 | -7
Cc1ccc(S(=O)(=O)CC(=O)c2cc3cccc(C)c3oc2=O)cc1 | 1 | 2.1 | -0.2 | 14 | 0.1 | -16 | 1 | 11
CCC1COCCS(=O)(=O)N1Cc1cccc(Cl)c1 (centres undefined) | -16 | nt | 1.2 | -3 | 0.0 | 0 | -1 | -7
CN(C)CC(=O)N[C@H]1CC[C@@H](CCNC(=O)C2CCC2)O[C@@H]1CO | -9 | -0.1 | 0.3 | 0 | 0.5 | -2 | -2 | -2
COCCNc1nc2cc(-c3ccc(F)cc3)sc2c(=O)n1C | 1 | -0.3 | -1.0 | 8 | -0.1 | -3 | 3 | -2
COCC(=O)Nc1ccc2c(c1)OC[C@@H](C)N(C(=O)CN1CCOCC1)C[C@@H](C)[C@H](OC)CN(C)C2=O | -1 | -0.1 | -1.3 | 13 | 0.1 | -10 | 1 | -12
